Jurkat tox 60K = cytotoxicity toward Jurkat cells. Jurkat E6.1 viability, ATP luminescence, 48 h. inhibition, % at 4 µM. 56,000 compounds, 1.2% hits. AID 463;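 active means inhibition above the mean inhibition of all tested compounds plus 3 SD, cut at about 28% in these data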
HTR1E antagonist = antagonists of human 5-HT1E serotonin receptor; CHO 5-HT1E Ga15 NFAT-bla reporter, FRET, antagonist; AID 571; 65,000 compounds, 0.99% hits; P28566; inhibition, % at 6 µM;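 active means inhibition above a set limit, the mean inhibition across every tested compound plus 3 SD, cut at about 29% in these data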;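 further: signal is the 460 over 535 nm emission ratio of beta-lactamase substrate; 0% = agonist plus DMSO wells and 100% = wells without agonist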
HEK293 NFkB inh = lowers PMA/ionomycin-induced NF-kB signal in HEK293 cells. 62,000 compounds, 0.21% hits. HEK-293 NF-kB luciferase reporter, luminescence. AID 465. inhibition, % at 3 µM;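 active means inhibition above the mean of all tested compounds plus 3 SD, cut at about 40% in these data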;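 further: 0% = stimulated DMSO wells and 100% = 10 µM reference inhibitor 5653914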
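Timing: 1 h pretreatment, 16 h stimulation, 37 °C; system: HEK-293 cells with stable firefly luciferase reporter driven by four HIV NF-kB elements; doses: 3 µM once, 0.30% DMSO; measured by: luciferase luminescence; control set: DMSO and 10 µM reference inhibitor; repeats: single test; reagent: PMA plus ionomycin mix as NF-kB-activating stimulus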
M1 antag = antagonists of rat M1 muscarinic receptor. B-score at 10 µM. P08482. AID 628. CHO-M1 cells, Fluo-4 calcium, ACh EC80 antagonist mode; hits give low values. 64,000 compounds, 3.4% hits;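 active means calcium fluorescence response, raw or row-and-column corrected B-score, differing from the plate sample mean either way at a set confidence level, mostly lower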
5HT1E ag = activates the human 5-HT1E serotonin receptor. P28566. CHO 5-HT1E Ga15 NFAT-bla reporter, FRET; 0% DMSO wells, 100% control agonist wells. activation, % at 6 µM. 65,000 compounds, 0.69% hits;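 active means activation above a set limit, the screen-wide mean activation plus 3 SD, cut at about 8.5% in these data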;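 further: 100% = positive control agonist at 1 µM giving full maximal response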
S1P3 agonist = activates the human S1P3 receptor | S1P3 NFAT-BLA reporter cells, agonism, FRET ratio; relative to 1 µM S1P, basal subtracted | 60,000 compounds, 0.1% hits | activation, % at 4.5 µM | AID 373 | Q99500;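 active means activation above the screen-wide mean plus 3 SD, cut at about 4.5% in these data, passing the limit was not always enough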; further: some compounds called inactive have numbers as strong as hits
Target sequence (Q99500 whole entry, looked up): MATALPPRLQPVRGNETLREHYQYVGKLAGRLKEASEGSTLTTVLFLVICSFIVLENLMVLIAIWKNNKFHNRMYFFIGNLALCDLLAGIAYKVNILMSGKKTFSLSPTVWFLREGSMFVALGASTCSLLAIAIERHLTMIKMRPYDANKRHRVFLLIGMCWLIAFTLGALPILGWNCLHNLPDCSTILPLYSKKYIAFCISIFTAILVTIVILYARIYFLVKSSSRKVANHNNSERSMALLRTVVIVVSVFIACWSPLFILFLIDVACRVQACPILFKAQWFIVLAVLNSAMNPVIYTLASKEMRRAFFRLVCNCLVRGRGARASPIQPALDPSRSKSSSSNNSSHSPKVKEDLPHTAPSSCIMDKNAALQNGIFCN
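material = human S1P3 NFAT-BLA reporter CHO cells | schedule = 4 h compound at 37 °C, 2 h substrate at RT | measured by = fluorescent BLA substrate, ex 405 nm, em 460/535 nm ratio | controls = 1 µM S1P reference | replication = primary once, confirmation triplicate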
HER2 expr 66K = inhibitors of human Her2 kinase expression. 65,000 compounds, 0.69% hits. P04626. SKBR-3 HER2 protein level, AlphaScreen, 18-24 h; hits give low values. HER2 level % of control, % at 10 µM;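 active means HER2 level under 5% of the carrier-only control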;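 further: 100% = DMSO carrier and 0% = 500 nM PU-H71 HSP90 inhibitor; lower value means stronger loss of Her2 protein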
S1P1 ag-PAM = agonists and agonism potentiators of human S1P1 receptor | P21453 | S1P1 CRE-bla cells, forskolin, beta-lactamase FRET, potentiator mode; S1P1 agonist co-added at EC20, 2 nM; 100% = saturating reference agonist, 0% = basal | activation, % at 9.5 µM | 56,000 compounds, 0.57% hits;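 active means activation above a cutoff set at the mean activation of all tested compounds plus 3 SD, cut at about 54% in these data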;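 further: forskolin at 4 µM as EC80 and the EC20 agonist is SEW2871; 100% = SEW2871 at its EC100 plus forskolin at EC80; some compounds past the cut are filed as inactive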
Target sequence (P21453 whole entry, looked up): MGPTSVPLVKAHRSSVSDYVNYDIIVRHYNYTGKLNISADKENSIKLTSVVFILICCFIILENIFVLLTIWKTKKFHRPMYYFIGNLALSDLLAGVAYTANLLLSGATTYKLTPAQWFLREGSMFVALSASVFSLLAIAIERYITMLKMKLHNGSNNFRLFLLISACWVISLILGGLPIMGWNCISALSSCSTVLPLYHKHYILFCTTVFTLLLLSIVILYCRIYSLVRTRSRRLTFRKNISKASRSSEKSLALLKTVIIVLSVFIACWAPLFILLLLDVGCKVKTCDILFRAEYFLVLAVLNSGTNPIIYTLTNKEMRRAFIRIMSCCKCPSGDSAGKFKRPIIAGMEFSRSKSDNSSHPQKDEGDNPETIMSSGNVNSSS
M1 agonist = M1 muscarinic receptor agonism. CHO-M1 cells, Fluo-4 calcium fluorescence, agonist mode; hits give high values. B-score at 10 µM. 64,000 compounds, 3% hits;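 active means fluorescence rise, raw or as B-score row- and column-corrected plate score, outside the 99.7% band of its plate's samples, either direction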
An asterisk follows results filed as active; . = no result given.

Every second line gives: Jurkat tox 60K, HTR1E antagonist, HEK293 NFkB inh, M1 antag, 5HT1E ag, S1P3 agonist, HER2 expr 66K, S1P1 ag-PAM, M1 agonist
(1) CC1(C)NC(=O)N(CC(O)COc2ccccc2C(=O)N2CCCCC2)C1=O (centres undefined)
  -3, -7, 20, 0.5, -1.1, -1.1, 106, 6, -0.18
(2) COc1ccc(NC(=O)C2(N(CC(C)C)C(=O)Cn3nnnc3N)CCCCC2)cc1
  7, 3, 8, 0.11, -0.1, 0.2, 110, 2, 0.53
(3) C=CCNC(=O)C1CC(=O)N(c2ccc(C)cc2)C1 (centres undefined)
  -5, -3, -2, -0.6, -0.8, 1.4, 110, -20, -0.97
(4) CCS(=O)(=O)N1CCC(C(=O)NCCc2ccc(OC)c(OC)c2)CC1
  -3, -3, -1, ., 0.2, 0.1, 100, 20, .
(5) COc1ccccc1NC(=O)CSc1nc2ncccc2[nH]1
  -7, 5, -11, 0.2, -0.3, -1.1, 90, -6, -0.73
(6) CCC(C)(C(=O)NC1CCCCC1)N(C(=O)c1cnccn1)c1c(C)n(C)n(-c2ccccc2)c1=O (centres undefined)
  8, -6, 10, 0.26, -0.6, -0.3, 100, 9, 0.39
(7) CS(=O)(=O)N(CC(=O)Nc1ccc2c(c1)OCCO2)Cc1ccccc1
  1, -3, 6, -0.07, -0.6, -1.0, 102, ., -0.55
(8) CC1Cc2ccccc2N1C(=O)c1cnsn1 (centres undefined)
  -2, -12, -2, 0.095, 0.3, 0.3, 84, 3, 0.29
(9) CC(=O)C1=C(O)C(=O)N(c2cccc(C(=O)O)c2)C1c1ccc(F)cc1 (centres undefined)
  ., -6, ., 0.056, -0.1, -0.9, 101, 0, -0.085
(10) Cc1ccc(C)c(NC(=O)CS(=O)(=O)c2c[nH]c3ccccc23)c1
  ., -9, 15, 0.0049, 0.0, ., ., ., 0.63
(11) CCOC(=O)CNC(=O)CSc1nnnn1-c1ccc(C)c(C)c1
  -3, -7, -3, -0.081, 1.1, -0.6, 106, -24, -0.46
(12) CCN(CCCNC(=O)CNC(=O)Cn1cnc2ccccc2c1=O)c1ccccc1
  6, 10, -1, 1.3, 0.9, -0.9, 105, -1, 0.41
(13) Cc1ccc(-c2nc(CSCC(=O)NCCN3CCN(Cc4ccccc4)CC3)c(C)o2)cc1
  23, 6, 18, -5.3*, 0.8, -1.3, 82, 25, 0.019
(14) COc1cccc(NC(=O)C2CCCN(S(=O)(=O)c3cccc4nsnc34)C2)c1 (centres undefined)
  -5, -10, 2, -1.3, 0.3, 0.3, 84, 8, -0.26
(15) CCn1c(C(Cc2ccccc2)NC(=O)COC)nc2ccccc21 (centres undefined)
  -7, -7, 14, -0.067, 0.5, 0.6, 54, 5, 0.52
(16) C=CCn1c(SCC(=O)Nc2ccc3c(c2)OCCO3)nnc1-c1ccco1
  -2, 0, -5, -0.13, 0.5, 0.3, 90, -14, 0.89
(17) CCc1ccc(N2CC(C(=O)OCC(=O)NC3CCS(=O)(=O)C3)CC2=O)cc1 (centres undefined)
  ., -3, 7, 1.1, 1.2, ., 74, ., 0.94
(18) O=C(CCc1nc2ccccc2s1)OCC(=O)N1CCN(C(=O)c2ccco2)CC1
  4, 12, 8, 0.072, 0.2, 0.7, 125, 2, -0.22
(19) Cc1cccc(OCC(=O)N2CCC(N3CCCCCC3)CC2)c1
  ., -2, ., 0.079, -0.3, -0.2, 117, 3, -0.0022
(20) COC(=O)CSc1nnc(-c2ccco2)n1Cc1ccco1
  2, -2, 5, -0.44, -1.1, -1.8, 109, 5, 0.022
(21) Cc1cc(=O)[nH]c(SCC(=O)N2CCC(C(N)=O)CC2)n1
  -4, -5, -1, -0.37, 0.5, 1.3, 74, -5, -1
(22) COC(=O)c1[nH]c(C)c(/C(O)=C2\C(=O)C(=O)N(CCCN3CCOCC3)C2c2ccccn2)c1C (centres undefined)
  -2, 7, 5, -0.24, -0.1, -0.3, 65, ., -0.79
(23) Cc1ccccc1-c1nc(CS(=O)(=O)CC(=O)NCCCN2C(C)CCCC2C)c(C)o1 (centres undefined)
  8, -13, 15, -1.3, 0.9, -0.7, 93, -3, 0.39
(24) COc1ccccc1NC(=O)CCN1C(=O)C2CC=C(Cl)CC2C1=O (centres undefined)
  -7, 0, 10, -0.5, 1.3, -0.3, 106, -33, -0.1
(25) Cc1cc(NC(=O)CCC(=O)N(CC(=O)NC2CCCC2)Cc2ccccc2Cl)no1
  -2, 5, 14, -0.035, -0.4, -0.9, 93, 4, 0.73
(26) O=C(CN1CCN(C(=O)c2cccc(F)c2)CC1)Nc1ccccc1F
  5, -4, 5, -0.029, 1.0, -1.4, 107, -26, -0.02
(27) CCCCN1C(=O)C2C(C(=O)Nc3cccc(OC)c3)C3C=CC2(O3)C1C(=O)NC1CCCCC1C (centres undefined)
  2, -8, 15, 0.41, 0.7, 0.1, 119, 11, -0.29
(28) O=S(=O)(Nc1ccc(O)c(CN2CCCCC2)c1)c1ccccc1
  13, 17, 15, -0.3, -0.5, -0.8, 89, 1, 0.19
(29) CC1CCCN(C(=O)c2ccc3c(c2)C(=O)N(CCC2=CCCCC2)C3=O)C1 (centres undefined)
  7, 13, 15, -0.97, 0.8, -0.8, 73, 25, -0.11
(30) Cn1c(N2CCN(C(=O)C34CC5CC(CC(C5)C3)C4)CC2)nc2ccccc21
  -9, -19, 5, -0.43, 0.5, 3.7, 90, -7, 0.28
(31) CCOC(=O)Cn1cnc2c(nnn2-c2ccc(C)cc2)c1=O
  -3, -1, 15, 0.94, 0.1, 0.3, 112, -24, 0.3
(32) O=C(Nc1cnccn1)c1cccc(C(F)(F)F)c1
  -3, -19, 15, 0.2, -0.3, -0.3, 68, -6, -0.19
(33) CC(=O)N(CC(=O)Nc1nn(-c2ccccc2)nc1C(N)=O)Cc1ccccc1
  3, 2, 7, 0.12, -0.1, 0.2, 105, -2, 2
(34) COc1cc(NC(=O)c2ccco2)c(OC)cc1NC(=O)c1cc(OC)c(OC)c(OC)c1
  -1, 20, 14, -0.068, 1.3, -0.7, 159, -72, 11*
(35) c1cn(CCCNc2ncnc3sc4c(c23)CCC4)cn1
  4, 0, 22, -0.28, 0.1, -1.3, 77, 6, 0.54
(36) Cc1ccc(C(=O)NCCCNCCCN(C)C)cn1
  5, -3, -4, 0.73, -1.1, -0.5, 101, -4, -1.3
(37) CCCCOc1ccccc1NC(=O)Cn1c(-c2nonc2N)nc2ccccc21
  33*, 71*, 38, -0.41, 2.6, -1.3, 87, 29, -0.088
(38) CCCCC(=O)Nc1ccc(C(=O)N2CCCC(C(=O)OCC)C2)cc1 (centres undefined)
  0, -5, 4, -0.68, -0.9, -0.3, 85, -2, -0.17
(39) Cc1ccnc(SCCn2c(N3CC(C)CC(C)C3)nc3c2c(=O)n(C)c(=O)n3C)n1 (centres undefined)
  -4, 9, -6, -0.16, 0.7, -0.1, 89, 0, 0.22
(40) O=C1NC(=O)[C@@H]2C3c4ccccc4C=CN3[C@H](C(=O)c3cccs3)[C@H]12 (some centres undefined)
  -1, 5, -3, 0.61, -0.6, -0.9, 82, 12, 2.8
(41) Cc1ccccc1OCCNC(=O)CNC(=O)c1ccccc1O
  0, -8, 16, 0.53, -0.2, -0.7, 67, ., -1.6
(42) O=C1CC(c2ccc(F)cc2)Sc2ccccc2N1 (centres undefined)
  1, 2, 10, 0.022, -0.2, -0.9, 111, -26, 0
(43) CSc1nsc(SCC(=O)N2CCc3ccccc32)n1
  13, -2, 19, -0.13, -0.5, -0.9, 113, 15, -0.36
(44) Cc1c(C(=O)N2CCOCC2)oc2c1C(=O)CC(C)(C)C2
  2, -6, 8, 0.76, 0.1, -0.3, 96, ., 0
(45) O=C(Nc1ccc2c(c1)OCCO2)c1c(F)cccc1F
  -1, -2, -33, 0.017, 0.1, -0.8, 82, 11, -0.077
(46) O=C(CN1C(=O)COc2ccccc21)N1CCN(c2ccccc2F)CC1
  2, -2, 10, 0.085, -1.1, 0.2, 99, 19, 0.0086
(47) CC(O)CNc1nc2c(c(=O)n(C)c(=O)n2C)n1Cc1cccc(C(F)(F)F)c1 (centres undefined)
  ., 7, ., 0.33, -0.4, -3.7, 95, 2, 0.0031
(48) COc1ccc(S(=O)(=O)N2CCN(S(=O)(=O)c3ccc4c(c3)OCCO4)CC2)cc1
  -1, 7, 13, -0.37, -1.3, -1.1, 81, 1, 0.04

3 of the entries above in order of their number in M1 agonist, lowest first:
cpd | molecule | M1 agonist
37 | CCCCOc1ccccc1NC(=O)Cn1c(-c2nonc2N)nc2ccccc21 | -0.088
39 | Cc1ccnc(SCCn2c(N3CC(C)CC(C)C3)nc3c2c(=O)n(C)c(=O)n3C)n1 (centres undefined) | 0.22
34 | COc1cc(NC(=O)c2ccco2)c(OC)cc1NC(=O)c1cc(OC)c(OC)c(OC)c1 | 11*

Single records (already shown).
CC(=O)N(CC(=O)Nc1nn(-c2ccccc2)nc1C(N)=O)Cc1ccccc1 reads Jurkat tox 60K: 3; HTR1E antagonist: 2; HEK293 NFkB inh: 7; M1 antag: 0.12; 5HT1E ag: -0.1; S1P3 agonist: 0.2; HER2 expr 66K: 105; S1P1 ag-PAM: -2; M1 agonist: 2
CC1CCCN(C(=O)c2ccc3c(c2)C(=O)N(CCC2=CCCCC2)C3=O)C1 (centres undefined) reads Jurkat tox 60K: 7; HTR1E antagonist: 13; HEK293 NFkB inh: 15; M1 antag: -0.97; 5HT1E ag: 0.8; S1P3 agonist: -0.8; HER2 expr 66K: 73; S1P1 ag-PAM: 25; M1 agonist: -0.11
